TTR transcr act – TTR transcription activation, primary screen; SH-SY5Y TTR promoter Gaussia luciferase, luminescence; 100% = recombinant luciferase protein wells; activation, % at 16.7 µM; actives 1.3% (n = 92,000);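 active means activation above the mean of all tested compounds plus 3 SD, cut at about 9.5% in these data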;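 further: cells exposed to compounds for one day before reading; 0% = median of all test compound wells on the plate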
* hit, by the source's call; & = joins results of further samples.

# | SMILES | TTR transcr act
1 | COc1ccc(NC(=O)CCCC2=NS(=O)(=O)c3ccccc3N2)cc1 | -0.6
2 | O=C(Cc1ccc([N+](=O)[O-])cc1)Nc1ccc(O)cc1C(=O)O | 2.6
3 | CCCCn1c(SCC(=O)Nc2oc(C)c3c(C)n[nH]c(=O)c23)nc2cc(S(N)(=O)=O)ccc21 | 0.9
4 | CC1=CN2C(=N)/C(=C/c3ccc(Sc4ccc(Cl)cc4)o3)C(=O)N=C2S1 | -0.7
5 | COc1cc(/C=N/NC(=O)C[n+]2ccccc2)cc(OC)c1OC | 1.8
6 | COc1ccccc1CN(C)C(=O)c1cccc(S(=O)(=O)N2CCCc3ccccc32)c1 | -1.4
7 | O=C(Cc1ccccc1)NNC(=O)c1ccc(Br)o1 | -0.7
8 | O=C(CN1C(=O)CC(c2ccccc2)S(=O)(=O)c2ccccc21)N1CCCC1 (stereo not drawn) | -0.5
9 | CCOC(=O)C1CCN(C(=O)C(C)c2ccc([N+](=O)[O-])cc2)CC1 (stereo not drawn) | -0.1
10 | O=C(NC(=S)NNC(=O)c1cnccn1)c1ccc(F)cc1 | -1.4
11 | C=CCNC(=O)C1CCC(=O)N1S(=O)(=O)c1ccc(C)cc1 (stereo not drawn) | -0.9
12 | O=C1C(CSCc2ccccc2)NC(=S)N1c1ccccc1 (stereo not drawn) | -1.0
13 | Cc1cc(C)c(S(C)(=O)=O)c(Oc2cccc(C(F)(F)F)c2)n1 | 0.2
14 | O=C(Cc1ccccc1)N1O[C@H]2C=C[C@@H]1CC2 | -0.1
15 | O=C1CNCc2[nH]c3ccccc3c2N1c1ccccc1 | -1.2
16 | COc1ccc(CCN2CCCn3c2nc2c3c(=O)n(Cc3ccccc3F)c(=O)n2C)cc1OC | 0.1
17 | COC(=O)[C@H](Cc1ccc(O)cc1)NC(=O)Cn1cnc(C(=O)Nc2ccc(C)c(C)c2)n1 | -1.6
18 | Cc1ccc(NC(=O)C2CCCN(c3ncccn3)C2)c(C)c1 (stereo not drawn) | 0.6
19 | Cc1cccnc1NC(=O)CSc1nnc(COc2ccc(C(C)C)cc2)n1C | 0.5
20 | O=C(Cc1ccc(-c2ccccc2)cc1)NCc1cccnc1 | -0.8
21 | COc1ccc(OCC(O)CNC(=O)c2ccc(OC)cc2)cc1 (stereo not drawn) | 0.1
22 | CC(C)=CCC/C(C)=C/CNC(=O)C[C@H]1C[C@H](C(=O)N2CCOCC2)[C@@]2(CCC3CCCC3)c3[nH]c4cc(-c5ccco5)ccc4c3CCN2C1=O | 0.9
23 | Cc1ccc2[nH]nc(C(=O)N3CCCC(C(=O)c4ccc(Cl)cc4)C3)c2c1 (stereo not drawn) | 0.9
24 | CCCCn1c(N)c(N(CC(C)C)C(=O)CCCc2nc3ccccc3s2)c(=O)[nH]c1=O | 1.4
25 | CCOC(=O)[C@@H]1[C@H]2COc3ccccc3[C@H]2N2C(=O)N(c3ccc(F)cc3)C(=O)[C@]12C | -2.9
26 | CCC(NC(=O)CCCc1ccccc1)c1ccccc1 (stereo not drawn) | -1.2
27 | CS(=O)(=O)N1CCN(c2ccc(NC(=O)c3cc4ccccc4o3)cc2)CC1 | 1.8
28 | COc1ccc(C(O)c2nccn2Cc2ccccc2)cc1 (stereo not drawn) | -1.1
29 | CCCNC(=O)COC(=O)c1ccc(N2CCCC2)c([N+](=O)[O-])c1 | -0.9
30 | COC(=O)c1ccc(N=Cc2c(C(F)(F)F)[nH][nH]c2=O)cc1 | 0.3

# | SMILES | TTR transcr act
31 | Cc1ccccc1OCCn1c(C)nc2ccccc21 | -2.1
32 | CC(=O)c1cccc(NC(=O)c2onc(C)c2Cl)c1 | 0.6
33 | COc1ccc(NC(=O)CC2SC(=Nc3ccccc3)NC2=O)cc1 (stereo not drawn) | 0.7
34 | Cc1ccc(NC(=S)N/C(=N/S(=O)(=O)c2ccccc2)c2ccccc2)cc1 | -0.6&5.2
35 | COc1ccc(S(N)(=O)=O)cc1C(=O)NCCCN1CCN(c2ccccc2OC)CC1 | 0.1
36 | COc1cccc(-c2cc(C(=O)N/N=C/c3ccco3)c3ccccc3n2)c1 | -1.6
37 | N=C1/C(=C\c2ccc(SCc3ccccc3)o2)C(=O)N=C2SC(CC(=O)N3CCOCC3)=NN12 | -1.2
38 | CCOC(=O)c1cnc2c(cnn2C)c1Cl | 2.5
39 | COc1cccc(NC(=O)CSc2ccc3nnc(-c4ccncc4)n3n2)c1 | 0.6
40 | CCn1c2ccccc2c2cc(NC(=O)CC(C)=O)ccc21 | -0.9
41 | O=C(Nc1cccc(-c2csc(Nc3cccc(C(F)(F)F)c3)n2)c1)c1cc([N+](=O)[O-])cc(C(F)(F)F)c1 | 1.9
42 | Cc1ccc(NC(=O)c2ncn(CCCNCCCN(C)C)n2)cc1C | -0.7
43 | CC(C)(C)c1cc(NC(=O)Nc2ccccc2)no1 | -1.6
44 | CC1(C)Cc2cccc(OCC(=O)N3CCN(c4ccccc4F)CC3)c2O1 | 2.2
45 | O=C1CC2CCCC(C1)S2=O (stereo not drawn) | -0.7
46 | O=C(NCc1ccncc1)c1cc(-c2ccc(Cl)cc2)oc1C(F)(F)F | -1.4
47 | CN(Cc1ccsc1)C(=O)CCc1nnc(CCCc2ccccc2)o1 | -1.4
48 | CCOc1ccc(-c2c(C(=O)N/N=C/c3ccccc3)nnn2-c2nonc2N)cc1 | -1.9
49 | O=C(/C=C/Nc1ccc(S(=O)(=O)Nc2ncccn2)cc1)c1ccc(Cl)c(Cl)c1 | 3.8
50 | Cc1ccc(S(=O)(=O)N2C[C@H]3[C@H]4C(=O)N(C5CCCCC5)C(=O)[C@H]4CC(=O)[C@H]3[C@@H]2c2cccc3ccccc23)cc1 | 1.4
51 | O=C(O)CC1C(=O)NCCN1Cc1cccs1 (stereo not drawn) | -0.2
52 | O=C(Nc1cccc(O)c1)c1ccccc1 | 0.0
53 | Cc1ccc(SCc2cn3cc(Cl)ccc3n2)cc1 | -0.7
54 | CNC(=S)NCCc1c[nH]c2ccc(OC)cc12 | 0.2
55 | Cc1ncc(CO)c(/C=N/NC(=S)Nc2ccc(C(C)C)cc2)c1O | 0.9
56 | O=C(CN1C(=O)NC2(CCCCCCC2)C1=O)N1CCc2ccccc2C1 | -1.4
57 | O=C(C(=O)N1CCCc2ccccc21)N1CCCc2ccccc21 | 1.5
58 | CCN(CC)C(=O)[C@H]1C[C@H](CC(=O)NCCN2CCOCC2)C(=O)N2CCc3c([nH]c4cc(CCC(=O)N(C)C)ccc34)[C@]12C | -1.1
59 | O=C(CN1CCN(Cc2ccc(Cl)cc2)CC1)N/N=C/c1ccccc1F | -1.0
60 | COc1cc(C(=O)NCCC(=O)NCCc2ccc(Cl)cc2)cc(OC)c1OC | -0.3

item | canonical_smiles | TTR transcr act
61 | CCn1c(=O)n(CC(=O)NCc2ccccc2OC)c(=O)c2ccccc21 | -0.9
62 | COc1cccc(N(C(=O)C2COc3ccccc3O2)C(C(=O)NC2CCCCC2)c2ccc(O)cc2)c1 (stereo not drawn) | -4.7
63 | C/C(=N\Nc1ccc([N+](=O)[O-])cc1)c1ccco1 | 0.9
64 | O=C(Nc1nnc([C@H]2C[C@H](O)[C@@H](CO)O2)s1)Nc1cccc(Cl)c1Cl | 0.0
65 | COc1ccc(C(=O)NCc2nnc(SC)n2C2CCCCC2)cc1 | 2.8
66 | Cc1sc2ncnc(SCC(=O)Nc3ccc(S(=O)(=O)N4CCOCC4)cc3)c2c1C | -5.4
67 | CCCn1nc(NC(=O)c2cccs2)c2cc3ccc(C)cc3nc21 | 1.2
68 | CC(=O)NNS(=O)(=O)c1ccc(-c2cc(C(F)(F)F)n(C)n2)s1 | 2.5

item | canonical_smiles | TTR transcr act
69 | O=C(CCl)N1c2ccccc2Oc2ccc3ccccc3c21 | -1.6
70 | COc1ccccc1CNC(=O)CNC(=O)c1cn(-c2ccccc2OC)c(=O)c2ccccc12 | 0.1
71 | CC(=O)Nc1ccc(S(=O)(=O)Nc2ccc(C)c([N+](=O)[O-])c2)cc1 | -0.7
72 | O=C(Cc1ccc2c(c1)CCCC2)Nc1ccccc1Br | -2.1
73 | NN=C(c1ccccc1)c1ccccc1 | -0.3
74 | CCCCc1nc2ccccc2c(NC(=O)CN(CC)CC)c1CCC | -1.7
75 | COC(=O)C1=C(C)n2nnnc2NC1c1cc2ccccc2o1 (stereo not drawn) | -2.5
76 | CC1CCCC(C)N1C(=O)c1cc(-c2ccc(Cl)c(Cl)c2)on1 (stereo not drawn) | -0.6

item | canonical_smiles | TTR transcr act
77 | O[C@H]1CN(CC2CCCCC2)[C@@H](c2ccc(Cl)cc2)C[C@@H]1n1cc(C2CC2)nn1 | -4.5
78 | CCOCCCNC(=O)C(c1ccccc1)N(Cc1ccc2c(c1)OCO2)C(=O)CNC(C)=O (stereo not drawn) | -1.4
79 | O=C(CNC(=O)c1ccc(Cl)cc1)Nc1ccc(S(=O)(=O)Nc2ncccn2)cc1 | 0.7
80 | Cc1ccc(NC(=O)Nc2ncccc2C)cc1 | -2.0
81 | O=C(CCCOc1ccc(Cl)cc1Cl)NCCCn1ccnc1 | -0.2
82 | CCC(C)NC(=O)CCC(=O)Nc1ccc2nc(N3CCOCC3)cc(C)c2c1 (stereo not drawn) | 2.9
83 | CC1(C)CCC(=O)N2CC[C@H]3C[C@H](OC(=O)Nc4ccc5c(c4)OCO5)C[C@@H]1[C@H]32 | -3.1
84 | CC1(C)OC(c2ccccc2)=C/C(=C/C=N/NC(=O)c2ccncc2)O1 | 1.3

item | canonical_smiles | TTR transcr act
85 | CC(=O)c1ccc(-n2c(SCC(=O)c3c[nH]c4ccccc34)nc3ccccc3c2=O)cc1 | -0.6
86 | CCCCOc1ccccc1C(=O)NCC(=O)O | -2.1
87 | CC(=O)c1c(O)cc(C)n(-c2ccc(F)cc2)c1=O | -0.6
88 | CSc1ccccc1C(=O)NCc1ccc2c(c1)OCO2 | 6.5
89 | C[C@H]1[C@@H](OC(=O)NCc2cccs2)CC[C@@]23CCCN2C(=O)CCC[C@@H]13 | 1.0
90 | COc1ccc(NC(=O)CSc2nc3c(c(=O)n2-c2ccc(F)cc2)SCC3)c(OC)c1 | 15*
91 | Cc1cc(C(=O)CSc2nnc(-c3cccc(F)c3)n2N)c(C)n1Cc1ccc2c(c1)OCO2 | -2.1
92 | O=C1N=C(N2CCOCC2)SC1=Cc1ccco1 | 0.8

item | canonical_smiles | TTR transcr act
93 | CC1CCN(c2c(NCC3CCC(C(=O)N4CCCCC4)CC3)c(=O)c2=O)CC1 (stereo not drawn) | 0.4
94 | COc1ccc(-c2noc(CSc3nnc(Cc4ccccc4)n3-c3ccc(Cl)cc3)n2)cc1 | 0.3
95 | O=C(Nc1nc(-c2ccc3c(c2)OCCO3)cs1)C1CCCC1 | -4.2
96 | CC(C)c1nnc(NC(=O)CCC(=O)NC2CC2)s1 | -0.3
97 | Cc1ccc2[nH]c(-c3ccccc3)cc(=O)c2c1 | 3.2
98 | CCOc1ccc(Br)cc1S(=O)(=O)Nc1ccc(N2CCOCC2)cc1 | -1.0
99 | Cc1c(OC(C)C(=O)NCc2ccccn2)ccc2c3c(c(=O)oc12)CCC3 (stereo not drawn) | 0.7
100 | OC(c1ccccc1)C(O)c1ccccc1 (stereo not drawn) | 1.9

item | canonical_smiles | TTR transcr act
101 | C=C(C)Cn1c(CCNC(=O)C(C)(C)C)nc2ccccc21 | 2.5
102 | O=C(Nc1nccs1)c1ccccc1N=Cc1ccccc1 | 5.2
103 | COc1cccc(CC2CC(=O)N(CCc3ccc4c(c3)OCO4)C2=O)c1 (stereo not drawn) | 3.0
104 | O=C(Nc1ccn(-c2ccccc2)n1)c1ccccc1Br | -4.1
105 | O=C(CCC(=O)NC1CCCCCC1)Nc1nnc(C(F)(F)F)s1 | 3.7
106 | O=C(O)c1ccc(OCC(F)(F)F)nc1 | -1.1
107 | Nc1ccc2c3c(ccc([N+](=O)[O-])c13)CC2 | 0.7
108 | COc1ccc(OCc2cc(C(=O)NCC3CCCCO3)no2)c(Cl)c1 (stereo not drawn) | -1.1

item | canonical_smiles | TTR transcr act
109 | C[C@@H]1CN([C@@H](C)CO)C(=O)c2cc(C#Cc3cccc(F)c3)cnc2O[C@H]1CN(C)C(=O)C1CCCCC1 | 1.2
110 | COc1ccc(-c2cc(-c3ccccc3)n3ncnc3n2)cc1 | -1.6
111 | CN(Cc1ccno1)Cc1cn(C)nc1-c1ccc(Oc2ccccc2)cc1 | -1.9
112 | [O-][n+]1ccccc1/C=C/c1ccccc1 | -1.4
113 | Cc1cc2nc(/C=C/c3nc4cc(C)c(C)cc4[nH]3)[nH]c2cc1C | -0.2
114 | Cc1cnc(CN(C)C(=O)C2CCC(=O)N(CCc3cccc(F)c3)C2)[nH]1 (stereo not drawn) | 0.2
115 | CC(C)NC(=O)C(=O)Nc1cc2c3c(c1)C(C)C(=O)N3CCC2 (stereo not drawn) | 3.8
116 | COc1ccc(-c2csc3[nH]c(=S)n(-c4ccccc4)c(=O)c23)cc1OC | 0.0

item | canonical_smiles | TTR transcr act
117 | COc1ccc(S(=O)(=O)N2CCC(C(=O)Nc3nccs3)CC2)cc1 | -1.1
118 | COc1ccc(S(=O)(=O)N2CCN(C(=O)/C=C/c3ccco3)CC2)cc1 | 0.8
119 | CCC(=O)Nc1ccccc1C(=O)OCC(=O)Nc1ccc(S(N)(=O)=O)cc1 | -0.9
120 | C/C(=N\N(c1ccccc1)c1ccccc1)c1ccc(N)cc1 | 0.1
121 | COc1ccc(C(=O)NCCc2cc3ccc(C)c(C)c3[nH]c2=O)cc1OC | -0.3
122 | CCn1c(C)cc(/C=C2\NC(=O)N(Cc3ccc(Cl)cc3)C2=O)c1C | -0.1
123 | NC(=O)CC1C(=O)N(c2ccc(F)cc2)C(=O)N1NC(=O)CCc1ccccc1 (stereo not drawn) | -0.1

A portion of the library; rates above refer to the full screens.
